# HttQ103 aggreg: mutant huntingtin aggregation inhibition. Potency, µM (titrated, usually from 46.1 µM), inactives show at the top dose activity change, negative = inhibition, hits mostly inhibitors. 220,000 tested, 1.1% active. PC12 HttQ103-GFP aggregates, Acumen cytometry, 40 h; note: potency is the fitted concentration of half-maximal effect; % is set by controls: 0 for no effect and ±100 for the full control effect; nearly all actives have a fitted effect of over 60% in size
#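 Aggregate formation scored by laser-scanning cytometer (488 excitation, 500–530 emission) in lysed PC12 cells expressing Q103-GFP after 100 nM tebufenozide induction; library tested in dose series, with ATPLite reagent added in the multiplex.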
# IMPase Li inh: cell-permeable IMPase inhibitors with lithium potentiation; Potency, µM (titrated, usually from 59.4 µM), for the others: top-dose activity, negative = IMPase inhibition, hits mostly inhibitors; CHO-M1 cells, IP1 TR-FRET (IP-One), carbachol + lithium; AID 1457; 210,000 tested, 0.35% active;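 note: IP1 builds up when IMPase is blocked and the TR-FRET signal falls; potency is the fitted concentration of half-maximal effect; plate controls were basal vehicle for no effect and high inhibitor control for full effect; nearly all actives have a fitted effect of over 50% in size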
#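 Steps: plate 2000 CHO-M1 cells per well and culture 16–30 h; add compound and lithium; incubate 30 min, 37C; add d2-IP1 tracer and Eu cryptate anti-IP1 antibody in lysis buffer; read after 10 min at room temperature.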
# CBFb RUNX1 block: CBF-beta/RUNX1 interaction disruption | Q01196+Q13951 | AlphaScreen CBFb-His/RUNX1-biotin binding, biochemical | Potency, µM (highest dose often 59.8 µM), for inactives: top-dose activity, negative = inhibition, most hits filed as inhibitors | 230,000 tested, under 10 active | AID 1477; note: % of control where 0% means no effect
# Target sequence (Q01196 whole entry, looked up): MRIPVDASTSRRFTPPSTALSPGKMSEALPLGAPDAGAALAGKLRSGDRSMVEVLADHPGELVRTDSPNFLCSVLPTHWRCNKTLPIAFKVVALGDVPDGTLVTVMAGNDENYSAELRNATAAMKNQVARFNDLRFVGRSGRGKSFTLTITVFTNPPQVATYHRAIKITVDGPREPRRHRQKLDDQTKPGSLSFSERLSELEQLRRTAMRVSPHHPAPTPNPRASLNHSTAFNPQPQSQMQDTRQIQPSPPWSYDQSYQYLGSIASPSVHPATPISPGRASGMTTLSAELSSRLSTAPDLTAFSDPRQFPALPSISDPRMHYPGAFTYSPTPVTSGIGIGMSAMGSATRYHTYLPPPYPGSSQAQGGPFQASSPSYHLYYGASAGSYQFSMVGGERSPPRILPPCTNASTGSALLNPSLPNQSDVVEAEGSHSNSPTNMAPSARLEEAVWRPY
# Target sequence (Q13951 whole entry, looked up): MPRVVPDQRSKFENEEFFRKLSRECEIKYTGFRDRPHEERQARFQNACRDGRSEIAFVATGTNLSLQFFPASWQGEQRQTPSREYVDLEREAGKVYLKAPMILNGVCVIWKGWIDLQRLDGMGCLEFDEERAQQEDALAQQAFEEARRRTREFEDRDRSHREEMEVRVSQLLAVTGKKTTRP
#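 Inhibition was taken as any reduction in AlphaScreen signal from the CBF-beta–RUNX1 pair (His and biotin tags, 30 nM each), measured after compound (15 min) and bead (90 min) incubations at room temperature.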
# Epigenetic reg: derepresses silenced GFP reporter in murine cells | murine LDR cells, GFP reporter derepression, 30 h | Potency, µM (series often up to 53.9 µM), inactives show at the top dose GFP activation, hits mostly activators | 280,000 tested, 0.2% active; note: potency is the fitted concentration of half-maximal effect; % of control where 0% means no effect; nearly all actives have a fitted effect of over 60% in size
#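 In this reporter-derepression format, murine cells bearing a silenced integrated CMV-GFP locus incubate with test compound (30 h, 37 C), then are washed and imaged; fluorescent objects of 20–120 um count as induced cells.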
# NPSR antag: neuropeptide S receptor (human) antagonism, cAMP; Q6W5P4; CHO-NPSR cells, cAMP TR-FRET, antagonist mode; Potency, µM (highest dose often 38.3 µM), for the others: at the highest dose activity change, negative = inhibition, actives largely listed as inhibitors; 220,000 tested, 1% active; AID 1461; note: potency is the fitted concentration of half-maximal effect; % is set by controls: 0 for no effect and ±100 for the full control effect; nearly all actives have a fitted effect of over 50% in size; many of its hits are not listed in these tables
# Target sequence (Q6W5P4 whole entry, looked up): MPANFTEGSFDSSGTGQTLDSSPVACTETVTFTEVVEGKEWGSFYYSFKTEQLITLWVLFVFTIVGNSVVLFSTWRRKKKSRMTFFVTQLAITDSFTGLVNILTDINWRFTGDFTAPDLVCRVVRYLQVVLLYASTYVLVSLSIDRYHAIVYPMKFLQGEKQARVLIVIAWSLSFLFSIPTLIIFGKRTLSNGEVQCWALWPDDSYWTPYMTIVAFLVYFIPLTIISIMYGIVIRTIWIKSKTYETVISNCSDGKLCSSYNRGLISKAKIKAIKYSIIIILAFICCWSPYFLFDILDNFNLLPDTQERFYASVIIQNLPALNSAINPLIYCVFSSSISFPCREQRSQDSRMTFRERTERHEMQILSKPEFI
# KinaseGlo FLuc: Kinase-Glo luciferase inhibition (counter-screen). Q27757. Kinase-Glo luciferase, ATP luminescence, 8 min. Potency, µM (series often up to 38.3 µM), for the others: at the top dose activity change, negative = inhibition, most hits filed as inhibitors. 200,000 tested, 0.28% active; note: potency is the fitted concentration of half-maximal effect; % is set by controls: 0 for no effect and ±100 for the full control effect; nearly all actives have a fitted effect of over 60% in size
#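 Kinase-Glo luciferase light output from ATP and luciferin was measured with 10 uM ATP, within the enzyme's linear range. Buffer: 50 mM imidazole pH 7.2, 50 mM KCl, 7 mM MgCl2, 0.01% Tween 20, 0.05% BSA; luminescence read after 8 min at ambient temperature.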
# Lamin A splicing: changes lamin A minigene splicing in HeLa cells. 200,000 tested, 0.01% active. Potency, µM (doses to about 46.1 µM), inactives show at the top dose ratio change, negative = inhibition, usual class: inhibitors. HeLa LMNA splicing GFP/RFP minigene ratio, 48 h. AID 1487; active = well fitted inhibition curve with a large enough effect in the signal ratio, with a control signal flat, not every such curve was filed as active; inconclusive = small, poorly fitted or top-dose-only effect, or effect the other way, or a change in a side signal; the % refers to the signal ratio; note: potency is the fitted concentration of half-maximal effect; % is set by controls: 0 for no effect and ±100 for the full control effect
#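 Read-out is the ratio of GFP to DsRed2 object intensity, acquired by 488 nm laser-scanning cytometry on HeLa lamin A-EGFP minigene reporter cells. Compound incubation 48 hrs at 37 °C in Opti-MEM with 2% FBS; DMSO 0.5% final.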
# * hit, by the source's call; ? = inconclusive; · = not tested or not shown; [ ] = remark or other dose. Unless noted, calls come from the whole dose curve; as a rule, active = well fitted curve in the direction sought with a large enough effect; inconclusive = small, poorly fitted or top-dose-only effect, or another doubt; inactive = no such curve, though single readings can be large; an effect the other way counts as inactive or inconclusive.
SMILES,HttQ103 aggreg,IMPase Li inh,CBFb RUNX1 block,Epigenetic reg,NPSR antag,KinaseGlo FLuc,Lamin A splicing
NC(=NCCc1c[nH]c2ccccc12)NC(=O)c1ccc(F)cc1,25.5%[9.22 µM],·,-8.1%,0.0%,-50.8%,·,·
C#Cc1ccc([C@@H]2C=C(C(=O)N3CCN(Cc4ccccc4)CC3)O[C@H](OCC)[C@H]2CCCO)cc1,5.9%[9.22 µM],8.0%,1.6%,-1.5%,46.2%,·,·
COc1cc(S(=O)(=O)NCCc2ccc3c(c2)OCO3)ccc1-n1cnnn1,-2.3%,12.1%[38.3 µM],1.4%,0.0%,-6.3%[46.1 µM],-2.6%,-4.9%
CS(=O)(=O)N(CC(=O)NN=C1CCCCCC1)c1ccc(Oc2ccccc2)cc1,16.8%,-6.0%,0.3%,2.8%,8.0%,·,·
O=C(O)C(Cc1ccccc1)N1C(=O)C2CCCCC2C1=O (configuration not stated),9.1%[9.22 µM],-4.0%,11.7%,0.0%,-6.9%,0.4%,·
COc1ccc(Cl)cc1NC(=O)CN(C)CC(=O)Nc1ccccc1N1CCOCC1,-12.0%,2.0%,-5.6%,1.1%,-17.8%,-0.2%,?
Cc1ccc(SCc2c(-c3ccccc3)nn(C)c2Cl)cc1,-26.6%,-3.8%[38.3 µM],?,0.1%,-18.9%[46.1 µM],-4.1%,?
NC(=O)CSc1nnc(-c2ccccc2Br)n1-c1cccc(C(F)(F)F)c1,1.9%,-4.8%,-0.9%,-1.1%,7.3%,0.6%,-9.1%
COc1cc(OC)cc(C(=O)NNC(=O)CCc2ccccc2)c1,5.8%[9.22 µM],0.8%,15.2%,-5.7%,5.4%,3.7%,·
O=C(NCCc1c[nH]c2ccccc12)/C(=C\c1cccnc1)NC(=O)c1ccco1,21.8%,-5.4%,5.5%,0.0%,11.9%,1.1%,?
CC(Oc1ccc(-c2ccccc2)c(F)c1)c1ccn(S(=O)(=O)c2ccc(F)cc2)n1 (configuration not stated),?,8.7%,11.3%,1.0%,0.4%[46.1 µM],-0.4%,?
COc1ccc(N2CC(O)=C(c3nc(-c4ccccc4)cs3)C2=N)cc1,-30.8%[9.22 µM],·,-13.1%,1.6%,-40.9%,·,·
COC(=O)C(NC(=O)Nc1ccccc1OC)C(C)C (configuration not stated),-4.2%,7.3%[38.3 µM],-2.0%,-3.9%,3.7%[46.1 µM],-2.7%,2.0%
COc1cc(NCc2ccc3nc(N)nc(N)c3c2C)cc(OC)c1OC,-5.0%,12.5%,?,-3.1%,·,-1.6%[39.9 µM],·
CC(C)(C)NC(=O)c1ccc2c(c1)CCO2,5.4%[9.22 µM],·,20.1%,1.1%,-8.2%,·,?
Cc1ccc(C)c(N2CCN(C(=O)CSc3ccsc3[N+](=O)[O-])CC2)c1,-1.1%,7.5%,-28.4%,-1.0%,-13.5%,4.1%,?
CC(C)NC(=O)NC(=O)CSc1ncc(C(F)(F)F)cc1Cl,-3.6%,-8.7%[38.3 µM],1.6%,-1.0%,-5.0%[46.1 µM],-3.0%,18.4%
Cc1ccc(NC(=O)Nc2nnc(-c3ccncc3)s2)cc1C,-14.3%[9.22 µM],5.5%,-4.7%,2.2%,6.0%,0.3%,-11.1%[46 µM]
CSc1nc2ccccc2n1CC(=O)Nc1c(C)n(C)n(-c2ccccc2)c1=O,?,-6.1%[38.3 µM],3.1%,1.8%,-6.2%[46.1 µM],0.1%,4.2%
COc1ccc(C2CC(=O)N(c3ccccc3)C3=C2C(=O)CCC3)cc1 (configuration not stated),-29.9%[9.22 µM],·,2.3%,-2.7%,10.1%,·,·
O=C(c1ccc(-c2ccccc2)cc1)N1CCN(Cc2ccccn2)CC1,7.1%,·,-3.2%,0.0%,-9.5%[46.1 µM],·,?
Cc1ccccc1NC(=O)COC(=O)Cc1cccc(C(F)(F)F)c1,1.1%,·,3.7%,-0.9%,9.6%[46.1 µM],·,-3.0%
COc1cc(C2C(C#N)=C(C)NC3=C2C(=O)CC(C)(C)C3)ccc1OCCO (configuration not stated),24.6%[9.22 µM],-6.1%[38.3 µM],0.4%,-0.4%,-4.6%[46.1 µM],-1.9%,0.6%
S=C(Nc1cccc(Cl)c1)NC1CCCCC1,-23.7%,-6.4%[38.3 µM],3.9%,-1.1%,-14.3%[46.1 µM],-3.2%,8.9%
COC(=O)CSc1ccc(S(=O)(=O)N2CCCCCC2)cc1[N+](=O)[O-],-0.9%,-0.2%,-7.6%,4.4%,-10.1%,0.3%,·
COC(=O)Nc1sc2nc(C)cc(C)c2c1-n1cccc1,-7.3%,1.3%,-0.8%,-0.9%,-8.9%[46.1 µM],9.0%,-14.4%
CS(=O)c1ccccc1-c1nc(-c2ccc(Cl)cc2)no1 (configuration not stated),5.3%,-10.6%,11.4%,-1.5%,2.8%,-4.9%,13.8%[46 µM]
CCOC(=O)c1csc(NC(=O)c2ccc(S(=O)(=O)N3CCCC3)cc2)n1,-5.2%,-10.9%[38.3 µM],10.1%,-3.0%,-13.4%[46.1 µM],-0.7%,-1.0%
Cc1ccccc1NC(=S)N(CCc1c(C)[nH]c2ccc(F)cc12)Cc1cccnc1,-4.6%,9.2%,-11.8%,1.6%,-57.3%,0.6%,27.4%[9.22 µM]
Cc1c(Cl)cccc1NC(=O)c1cccc(NC(=O)CCC(=O)O)c1,-7.7%,15.6%[38.3 µM],-0.6%,0.8%,-2.5%[46.1 µM],-0.6%,0.5%
CCOC(=O)C1=C(C)NC(C)=C(C(=O)OCC)C1C(=O)OCC(=O)N1CCc2ccccc2C1,10.0%,15.0%[38.3 µM],1.1%,0.0%,-18.2%[46.1 µM],-1.6%,8.5%
CSc1ncc(Cl)c(C(=O)Nc2cccc3ccccc23)n1,13.1%,-11.4%,5.0%,0.0%,32.8%,3.2%,-4.1%
O=C(NCc1ccc(Cl)c(Cl)c1)c1ccco1,9.5%,-1.0%,5.4%,-2.4%,11.7%[46.1 µM],-0.5%,-6.9%
c1ccc2c(c1)Cc1cc3cc4c(cc3nc1-2)OCO4,·,1.2%,-26.5%,-0.6%,·,2.82µM*,·
Cc1ccc(C)c(OC2=NS(=O)(=O)c3ccccc32)c1,2.7%[9.22 µM],5.2%,12.1%,1.1%,-17.9%,-2.1%,19.2%[46 µM]
CCOC(=O)C1=C(CN2CCCCCC2)NC(=O)NC1c1cccc([N+](=O)[O-])c1 (configuration not stated),11.0%,0.9%,-7.9%,-1.1%,-12.3%,-1.6%,·
Cc1ccc(NC(=O)/C=C/c2ccc3c(c2)OCO3)nc1,18.8%,-0.7%,0.6%,0.0%,1.6%[46.1 µM],-1.7%,-0.4%
O=C(NC1CCCCCC1)c1ccc(OCC2CCCO2)cc1 (configuration not stated),0.4%,-0.9%,1.4%,2.1%,-21.1%,-10.3%,22.5%[46 µM]
Cc1ccnc(NC(=O)CCC(=O)N(CC(=O)NCc2ccccc2)Cc2cccs2)c1,-14.8%,2.0%,4.3%,-1.1%,-15.5%,3.7%,·
S=c1[nH]nc(-c2cccnc2)n1/N=C/C=C/c1ccco1,4.2%[9.22 µM],3.1%,?,3.2%,-33.3%,1.1%,?

# Compound profiles (already shown). Values in the order: HttQ103 aggreg, IMPase Li inh, CBFb RUNX1 block, Epigenetic reg, NPSR antag, KinaseGlo FLuc, Lamin A splicing
# c1ccc2c(c1)Cc1cc3cc4c(cc3nc1-2)OCO4 reads ·, 1.2%, -26.5%, -0.6%, ·, 2.82µM*, ·
# O=C(c1ccc(-c2ccccc2)cc1)N1CCN(Cc2ccccn2)CC1 reads 7.1%, ·, -3.2%, 0.0%, -9.5%[46.1 µM], ·, ?

# Going on with the list:
SMILES,HttQ103 aggreg,IMPase Li inh,CBFb RUNX1 block,Epigenetic reg,NPSR antag,KinaseGlo FLuc,Lamin A splicing
COc1cccc(C2c3c(oc4ccccc4c3=O)C(=O)N2CCCN2CCOCC2)c1 (configuration not stated),6.5%,-4.0%,5.0%[2.36 µM],-5.7%,14.0%,-0.7%,5.0%
COc1ccc(-c2nc(=S)c3c(n2Cc2cccnc2)CC(C)(C)OC3)cc1,-5.8%[9.22 µM],·,1.7%,-1.0%,-4.8%,·,·
CSc1nsc(SC)c1C(=O)N1CCN(S(=O)(=O)c2ccc(C)cc2)C1C(C)C (configuration not stated),-22.9%,5.0%,-3.6%,3.0%,-11.8%[46.1 µM],1.1%,-1.5%
Cc1ccccc1N(Cc1nnc2n1CCCCC2)C(=O)Nc1ccccc1,?,-10.9%[38.3 µM],0.6%,6.6%,-22.5%[46.1 µM],9.2%,6.2%
O=C(Cc1ccc(Cl)cc1)NC1CC1,-8.2%,-7.1%,10.8%,4.8%,7.6%,3.5%,?
Cc1csc(Sc2nc3c(c(=O)[nH]c(=O)n3C)n2Cc2ccccc2Cl)n1,26.5%,·,5.7%,2.1%,-3.9%[46.1 µM],·,-1.8%
COc1ccc(-c2noc(CSc3nc(-c4ccccc4)cc(=O)[nH]3)n2)cc1OC,-27.2%,6.0%[38.3 µM],-4.8%,1.1%,-12.8%[46.1 µM],4.8%,4.2%
O=C(CCC(=O)Nc1ccccc1)NNC(=O)c1cccs1,-2.7%,-12.1%[38.3 µM],2.0%,-2.3%,-6.3%[46.1 µM],4.5%,20.0%
Cc1ccc(CCc2nnc(SCC(=O)Nc3cccc(Cl)c3)n2-c2ccccc2)o1,-16.7%,16.0%,-5.4%,5.2%,-7.6%,4.5%,-10.3%
CC(NC(=O)c1cn(C(C)c2ccccc2F)nn1)c1ccncc1 (configuration not stated),8.7%[9.22 µM],-25.8%,5.7%,-4.8%,-3.1%,-1.0%,·
COCCNC(=O)CN(C(=O)Cn1nnc2ccccc21)c1ccc(C)c(F)c1,-9.2%,14.4%,-6.6%,-1.2%,-1.2%[46.1 µM],4.8%,-5.1%
COc1cc(/C=N/Nc2nc(N3CCCCC3)nc(N3CCCCC3)n2)ccc1OC(=O)c1ccco1,21.3%,13.2%,-6.3%,-1.4%,-8.3%,1.9%,3.9%[46 µM]
Cc1ccccc1Nc1nc(N)nc(CN2CCN(C(=O)c3ccccc3)CC2)n1,14.5%,3.7%,-11.0%,1.7%,0.4%,-1.1%,?
O=C(O)c1cccc(N2C(=O)CCC2=O)c1,-2.2%[9.22 µM],·,3.6%,-2.6%,2.0%,·,·
Cc1nc(SCC(=O)c2ccc(F)c(F)c2)[nH]c(=O)c1Oc1ccc(Cl)cc1,-23.6%[9.22 µM],·,-2.2%,-1.4%,4.3%[7.67 µM],·,·
C1=C(CCNc2nnnn2-c2ccccc2)CCCC1,?,5.4%[38.3 µM],-0.4%,0.0%,-1.8%[46.1 µM],-1.1%,?
CS/C(N)=N/N=C/c1c(O)ccc2ccccc12,-22.4%[9.22 µM],·,0.2%,4.8%,9.4%,·,·

# The list is partial. The share of hits here may be higher or lower than overall.
